Diaph inh CS – counter-screen for diaphorase-based assays: diaphorase inhibitors and chemical oxidizers. AID 1217. diaphorase resazurin-to-resorufin fluorescence, NADH, 16 min; bacterial (C. kluyveri) enzyme, not human. inhibition, % at 20 µM. actives 0.69% (n = 190,000);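 active means primary screen inhibition at 20 µM above a set limit, cut at about 50% in these data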;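 further: plate controls were DMSO with full reaction for no effect and wells lacking NADH for full effect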
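controls = No-NADH positive control and DMSO neutral control | system = Clostridium kluyveri diaphorase enzyme | timing = reaction incubation of 16 min at room temperature | signal = resorufin fluorescence 544/590 nm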
PMI act hi M6P – activators of human phosphomannose isomerase at near-saturating mannose 6-phosphate; coupled PMI enzyme assay, resazurin fluorescence, 20 min; hits give high values; 1 = untreated enzyme, 0 = substrate-free blank; P34949; activation factor at 20 µM; AID 1216; actives 0.34% (n = 190,000);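 active means activation factor of 2 or more at 20 µM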
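Test system: human phosphomannose isomerase with PGI, G6PDH, diaphorase coupling enzymes; Amount: PMI at 15 ng/mL final; Reagent: Mannose-6-phosphate 1.0 mM (near-saturating) plus 0.22 mM NADP+; Timing: 20 min, room temperature; Technique: resorufin fluorescence at Ex 544/Em 590 nm; Dosing: 20 µM single dose.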
TNAP inh noacc – TNAP (human) inhibition, acceptor-free conditions. purified TNAP, CDP-star luminescence, 30 min. inhibition, % at 20 µM. actives 0.26% (n = 200,000);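 active means tissue-nonspecific alkaline phosphatase inhibition above about 50% at 20 µM in the single-dose screen, limit read from the data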;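 further: 0% = DMSO negative control and 100% = EDTA positive control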
Target sequence (P05186 whole entry, looked up): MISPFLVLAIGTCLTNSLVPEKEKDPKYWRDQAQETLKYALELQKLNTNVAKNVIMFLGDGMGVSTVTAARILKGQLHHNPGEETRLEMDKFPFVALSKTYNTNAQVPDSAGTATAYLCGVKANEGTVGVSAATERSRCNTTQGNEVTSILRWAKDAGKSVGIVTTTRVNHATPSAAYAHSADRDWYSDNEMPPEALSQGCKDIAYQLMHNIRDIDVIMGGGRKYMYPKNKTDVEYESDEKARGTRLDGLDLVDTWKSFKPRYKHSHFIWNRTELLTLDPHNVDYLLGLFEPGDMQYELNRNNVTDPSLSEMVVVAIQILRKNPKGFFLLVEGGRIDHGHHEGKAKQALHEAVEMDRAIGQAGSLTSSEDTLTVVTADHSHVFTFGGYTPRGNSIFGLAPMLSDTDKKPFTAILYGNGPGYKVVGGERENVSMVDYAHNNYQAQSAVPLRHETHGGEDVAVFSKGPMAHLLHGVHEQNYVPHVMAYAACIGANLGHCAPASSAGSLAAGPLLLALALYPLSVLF
TNAP inh hiacc – blocks human TNAP under high phosphate acceptor concentration. P05186. purified TNAP, CDP-star luminescence, 1 M DEA. inhibition, % at 20 µM. actives 0.03% (n = 200,000). AID 1135;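 active means over 50% inhibition of tissue-nonspecific alkaline phosphatase at 20 µM in the single-dose screen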;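 further: plate controls were DMSO wells for no effect and EDTA-quenched wells as full inhibition for full effect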
PMI activator – activators of human phosphomannose isomerase. activation factor at 20 µM. purified human PMI, coupled resazurin fluorescence, 20 min; hits give high values; 1 = vehicle control, 0 substrate-free wells. AID 1214. actives 0.005% (n = 190,000). P34949;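 active means activation factor of 2 or more at 20 µM, relative to plate controls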
FLuc stim CS – firefly luciferase counter-screen for stimulation assays; activation factor at 10 µM; ATPlite luciferase biochemical, luminescence, 10 min; 0 = ATP-free wells, 1 = DMSO control; 200,000 tested, under 10 active; AID 1027; P08659;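 active means luciferase activation factor, scaled between plate controls, of at least 2 with compound at 10 µM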
Target sequence (P08659 whole entry, looked up): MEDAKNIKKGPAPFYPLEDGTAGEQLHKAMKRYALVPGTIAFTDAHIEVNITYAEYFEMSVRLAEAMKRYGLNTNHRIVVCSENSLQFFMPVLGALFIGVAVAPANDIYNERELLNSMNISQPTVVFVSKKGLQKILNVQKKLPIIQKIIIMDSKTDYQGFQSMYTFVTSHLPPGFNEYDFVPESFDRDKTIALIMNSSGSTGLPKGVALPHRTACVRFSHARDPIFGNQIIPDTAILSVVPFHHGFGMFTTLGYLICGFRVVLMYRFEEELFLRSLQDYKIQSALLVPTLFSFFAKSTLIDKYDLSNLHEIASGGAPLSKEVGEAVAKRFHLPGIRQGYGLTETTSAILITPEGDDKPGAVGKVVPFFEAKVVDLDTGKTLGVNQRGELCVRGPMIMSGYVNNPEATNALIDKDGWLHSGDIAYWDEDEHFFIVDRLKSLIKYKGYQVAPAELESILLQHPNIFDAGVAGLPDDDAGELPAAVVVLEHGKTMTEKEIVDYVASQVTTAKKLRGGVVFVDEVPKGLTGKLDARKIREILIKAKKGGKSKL
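Material: luciferase plus luciferin reagent, cell-free. Medium: PBS buffer for ATP. Also added: ATP substrate, dispensed from a 10.24 µM working solution in PBS. Doses: test compounds dosed from 2 mM stocks in 100% DMSO. Incubation: 10 min post-reagent at room temperature. Technique: light output (luminescence). Read-out basis: luminescence gain marking luciferase activators.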
TNAP act hiacc – activators of human TNAP at high phosphate acceptor concentration; purified TNAP, CDP-star luminescence, 1 M DEA, 30 min; hits give high values; 0 = EDTA background, 1 = DMSO-only activity; activation factor at 20 µM; 200,000 tested, under 10 active; AID 1136;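 active means activation factor at least 2 at 20 µM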
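system = human TNAP | amount = enzyme diluted 1/800 final | reagent = 100 µM CDP-star substrate | signal = luminescent substrate turnover signal | dosing = one dose, 20 µM | benchmarks = EDTA negative control, DMSO positive control | measure = activation factor | timing = 30 min reaction, room temperature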
G6PDH CS – L. mesenteroides G6PDH inhibition counter-screen; Purified L. mesenteroides G6PDH, diaphorase/resazurin coupled fluorescence, 45 min; inhibition, % at 5 µM; actives 0.12% (n = 200,000); AID 1020; in the data active means inhibition above about 50%
HMGR II inh – E. faecalis class II HMG-CoA reductase inhibition; AID 1066; inhibition, % at 10 µM; actives 0.41% (n = 190,000); purified E. faecalis HMGR, NADPH absorbance 340 nm kinetic;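 active means inhibition above a set limit, the median over all tested compounds plus 3 SD, cut at about 9.5% in these data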;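 further: enzyme runs in reverse so mevalonate oxidation gives rising NADPH absorbance; 0% = complete reaction with DMSO and 100% = background rate lacking mevalonate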
Diaphorase act – diaphorase activation or chemical reduction counter-screen; Diaphorase/resazurin coupled assay, resorufin fluorescence, 16 min; hits give high values; 1 = vehicle wells, 0 = NADH-free wells; activation factor at 20 µM; actives 0.005% (n = 190,000); AID 1229;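 active means diaphorase activity raised at least twofold by the compound at 20 µM; inactive means activation factor below 2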
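Material: purified diaphorase enzyme from Clostridium kluyveri / Medium: HEPES pH 7.4 buffer with MgCl2 and Tween 20 / Schedule: enzyme reaction of 16 min at room temperature / Measured by: resorufin fluorescence, excitation 544 nm, emission 590 nm / Evaluation: rise in resorufin formation, marking diaphorase activation or chemical reduction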
Starred values were filed as active, the others as inactive; / = no result given. The order is random. Share with any hit: about 1.7%.

The line under a structure holds: Diaph inh CS | PMI act hi M6P | TNAP inh noacc | TNAP inh hiacc | PMI activator | FLuc stim CS | TNAP act hiacc | G6PDH CS | HMGR II inh | Diaphorase act
Cc1ccc(S(=O)(=O)CCC(=O)OCC(=O)N2CC(=O)Nc3ccccc32)cc1
→ 9 | 1 | 0 | 2 | 1 | 1 | 1 | 14 | 0 | 0.9
COc1ccc(C(c2nnnn2CCc2ccccc2)N2CCN(C3CCCC3)CC2)cc1 (stereo not drawn)
→ -2 | 1 | -9 | 0 | 1.1 | 1 | 1 | 2 | -2 | 1
CCCn1c(/N=C/c2cc(OC)ccc2O)nc2ccccc21
→ 28 | 0.9 | -7 | -2 | 0.9 | 1 | 1 | 6 | -10 | 0.7
CCOc1ccc(-n2c(=O)c3c(C)c(C)sc3n(CC(=O)NCc3ccco3)c2=O)cc1
→ -3 | 1.1 | -11 | 1 | 1 | 1 | 1 | 0 | -8 | 1
COc1ccc(-c2nnc(SCC(=O)NCCc3ccccc3)o2)cc1
→ 10 | 1 | -13 | -5 | 1 | 1 | 1 | 5 | -4 | 0.9
CCOc1ccc(C(=O)N(c2ccccn2)C2CCCCC2)cc1
→ 8 | 1 | -12 | -3 | 1 | 1.1 | 1 | -1 | -1 | 0.9
CCOC(=O)N1CCC(NC(=O)c2cc(C(=O)NC3CCN(Cc4ccccc4)CC3)ccc2CO)CC1
→ -11 | 1.1 | 0 | 5 | 1.1 | 0.9 | 0.9 | -5 | -6 | 1.1
Cn1c(CSc2nc3ccc(Br)cc3[nH]2)nc2ccccc21
→ 17 | 1 | -11 | -4 | 1 | 1 | 1 | -4 | -6 | 0.8
O=C(c1ccc(Br)s1)N1CCN(c2ncccn2)CC1
→ 8 | 1 | -6 | -4 | 1 | 1.1 | 1 | 0 | -1 | 0.9
COc1ccc(C(=O)C[n+]2ccc3c(c2)nc(-c2ccccc2)n3C)cc1
→ 12 | 1 | -9 | -1 | 1 | 1.1 | 1 | -7 | -5 | 0.9
O=C(NC(Cc1ccc(F)cc1)C(=O)O)c1ccccc1 (stereo not drawn)
→ 3 | 1 | -10 | -5 | 1 | 1 | 1 | 0 | 1 | 1
COc1cc2c(cc1OC)C(C)=NCC2
→ 1 | 1 | -5 | 10 | 0.9 | 1.1 | 0.9 | -4 | -2 | 1
COc1cccc(-c2nnc(NC(=O)c3ccc(Cl)s3)o2)c1
→ -19 | 1.4 | -32 | -2 | 1.3 | 1 | 1 | 18 | 0 | 1.2
COc1ccc(N2CCN(C(=O)c3cccc4nc(C)oc34)CC2)cc1
→ -10 | 0.9 | -10 | -2 | 1.1 | 1 | 1 | -1 | -1 | 1.1
CCC(=O)N(c1ccc(C(=O)O)cc1)c1nc(-c2ccc(OC)cc2)c(C)s1
→ 8 | 1 | -14 | -7 | 1 | 1.1 | 1.1 | 0 | -5 | 0.9
CC(C)(C)C(=O)Nc1ccc(N2CCN(S(C)(=O)=O)CC2)cc1
→ 10 | 1 | -7 | 0 | 1.1 | 1.1 | 1 | -2 | -4 | 0.9
CC1(C)C(=O)NCCN1C(=O)CCCC(=O)O
→ -9 | 1 | -10 | -6 | 1 | 1 | 1.1 | 12 | 0 | 1.1
COc1cc2c(cc1OC)C(COc1ccccc1OC)N(C(=O)c1ccco1)CC2 (stereo not drawn)
→ 8 | 1 | -10 | -5 | 1.1 | 1 | 1.1 | 4 | 0 | 0.9
OC1(c2cccc(F)c2)CCN(Cc2ccncc2)CC1
→ 23 | 0.8 | -5 | -4 | 0.9 | 1 | 1 | 8 | -3 | 0.8
CCOC(=O)C1(Cc2cccc(Cl)c2)CCCN(C(=O)CCOC)C1 (stereo not drawn)
→ 12 | 0.9 | 0 | 0 | 0.8 | 1 | 1 | 11 | -7 | 0.9
CN(C)S(=O)(=O)c1ccc(S(=O)(=O)Nc2ccc3c(c2)oc2ccccc23)cc1
→ 26 | 0.8 | 16 | -4 | 0.8 | 1.1 | 1 | -32 | 4 | 0.7
Cc1cc(C)c(NC(=S)NC(=O)c2ccc(-c3ccccc3)cc2)c(C)c1
→ 11 | 1 | -4 | 4 | 0.8 | 1.1 | 1 | -17 | -3 | 0.9
CC(Sc1nnc2ccccn12)C(N)=O (stereo not drawn)
→ 15 | 1 | 23 | -6 | 1 | 1.1 | 1.1 | 2 | -1 | 0.8
C=C(C)c1cccc(C(C)(C)NC(=O)Nc2ccc(C)cn2)c1
→ 14 | 0.8 | -11 | 4 | 0.9 | 1 | 1 | -13 | -1 | 0.9
COc1cc(OC)cc(C(=O)N2CCN(C(=O)c3ccc(-c4ccccc4)cc3)CC2)c1
→ / | / | 0 | -1 | / | 1 | 1 | 10 | -4 | /
C=CCNC(=S)N(Cc1ccccc1)Cc1ccc(F)cc1
→ -1 | 1 | -10 | 0 | 1 | 1 | 1 | 2 | -1 | 1
Cn1cc([N+](=O)[O-])c(C(=O)Nc2ccc3c(c2)OCCO3)n1
→ -12 | 1.1 | -12 | -8 | 1 | 0.6 | 1.1 | 8 | 1 | 1.1
O=C(NC1=NCCS1)C1CC(=O)N(c2ccc(F)cc2)C1 (stereo not drawn)
→ 5 | 1 | -17 | -10 | 1.1 | 1.1 | 1.1 | 0 | -8 | 0.9
NNC(=O)CN(CCc1ccccc1)S(=O)(=O)c1ccc(Cl)cc1
→ 6 | 1 | -8 | -4 | 1 | 1.1 | 1 | 4 | -5 | 0.9
Cc1ccc(C(=O)Nc2cc(-c3ccn[nH]3)c(C)n(N)c2=O)cc1
→ 5 | 1 | -21 | -2 | 1 | 1 | 1 | -2 | -5 | 0.9

Grouped by structure, the compounds so far containing bromine (2)
The line under a structure holds: Diaph inh CS | PMI act hi M6P | TNAP inh noacc | TNAP inh hiacc | PMI activator | FLuc stim CS | TNAP act hiacc | G6PDH CS | HMGR II inh | Diaphorase act
Cn1c(CSc2nc3ccc(Br)cc3[nH]2)nc2ccccc21
→ 17 | 1 | -11 | -4 | 1 | 1 | 1 | -4 | -6 | 0.8
O=C(c1ccc(Br)s1)N1CCN(c2ncccn2)CC1
→ 8 | 1 | -6 | -4 | 1 | 1.1 | 1 | 0 | -1 | 0.9

The listing picks up; the 2 compounds before the break are reprinted first.
The line under a structure holds: Diaph inh CS | PMI act hi M6P | TNAP inh noacc | TNAP inh hiacc | PMI activator | FLuc stim CS | TNAP act hiacc | G6PDH CS | HMGR II inh | Diaphorase act
NNC(=O)CN(CCc1ccccc1)S(=O)(=O)c1ccc(Cl)cc1
→ 6 | 1 | -8 | -4 | 1 | 1.1 | 1 | 4 | -5 | 0.9
Cc1ccc(C(=O)Nc2cc(-c3ccn[nH]3)c(C)n(N)c2=O)cc1
→ 5 | 1 | -21 | -2 | 1 | 1 | 1 | -2 | -5 | 0.9
Cc1csc(SCC(=O)c2c(N)n(C)c(=O)n(C)c2=O)n1
→ 3 | 1.1 | -8 | 5 | 1.1 | 1 | 1 | -7 | 0 | 1
COc1ccc(C(=O)N/N=C/c2ccc(OC)c(CN3CCCc4ccccc43)c2)cc1
→ 22 | 1.5 | -28 | -7 | 1.3 | 1 | 1.1 | 0 | -2 | 0.8
O=C(/C=C/Nc1cccc([N+](=O)[O-])c1)c1cccs1
→ 5 | 1.1 | -14 | 2 | 1.1 | 0.5 | 1 | -3 | -5 | 1
COc1cc(OC)c(C(=O)NCCCn2ccnc2)cc1OC
→ 1 | 1 | -4 | -5 | 1 | 1.1 | 1.1 | 14 | -3 | 1
CS(=O)(=O)N1CCN(C(=O)Cc2ccccc2)CC1
→ 22 | 0.8 | -3 | -4 | 1 | 1 | 1 | 5 | / | 0.8
CCN(CC#CCC(O)(c1ccccc1)c1ccccc1)C(C)C
→ -6 | 1.1 | -14 | 0 | 1.2 | 1 | 1 | 10 | 0 | 1.1
COc1cc(N=Nc2c(C)n(C)n(-c3ccccc3)c2=O)ccc1N
→ 10 | 0.9 | -5 | 20 | 0.9 | 1 | 0.8 | 2 | -5 | 0.9
Cc1cc(S(=O)(=O)N2CCN=C2c2ccccc2)ccc1F
→ -4 | 1.1 | -8 | -8 | 1 | 1 | 1.1 | 8 | 1 | 1
CCOC(=O)c1sc(NC(=S)NC(=O)c2ccccc2)nc1C
→ 10 | 1 | 28 | 8 | 1.1 | 0.6 | 0.9 | -1 | 0 | 0.9
CCOC(=O)C(C)Sc1nc(=O)n2cccc(C)c2n1 (stereo not drawn)
→ 9 | 1 | -12 | -4 | 1 | 1 | 1 | 3 | -4 | 0.9
CCCNC(=O)CSc1nnc(-c2ccc(F)cc2)o1
→ 7 | 0.9 | -10 | -5 | 1 | 1 | 1 | -6 | -5 | 0.9
Cn1c2ccccc2n2c(=O)c(=O)n(CC(=O)N3CCCc4ccccc43)nc12
→ / | / | -5 | 1 | / | 1 | 1 | -2 | -1 | /
CCNC(=O)NC(=O)C(C)SCc1ccccc1C (stereo not drawn)
→ 9 | 1 | -14 | -5 | 1.1 | 1.1 | 1.1 | 3 | -4 | 0.9
CC(=O)Nc1ccc(OCC(O)CN2C(C)CCCC2C)cc1 (stereo not drawn)
→ 6 | 1.1 | -17 | 2 | 1.1 | 1 | 1 | 1 | 2 | 0.9
CC(=O)c1c(N2CCN(CCO)CC2)nc(=S)n(-c2ccccc2)c1C
→ 21 | 1 | -1 | -4 | 1 | 1.1 | 1 | 11 | -3 | 0.8
Cc1csc(NC(=O)CSc2nnc(-c3cc(C)on3)o2)n1
→ 17 | 1 | -28 | 4 | 1 | 1.1 | 1 | 6 | -8 | 0.8
COCc1nnc(NC(=O)c2ccccc2[N+](=O)[O-])s1
→ 14 | 1 | -12 | -5 | 1 | 1 | 1 | 2 | 3 | 0.9

In the list so far, these have a nitro group on carbon.
The line under a structure holds: Diaph inh CS | PMI act hi M6P | TNAP inh noacc | TNAP inh hiacc | PMI activator | FLuc stim CS | TNAP act hiacc | G6PDH CS | HMGR II inh | Diaphorase act
Cn1cc([N+](=O)[O-])c(C(=O)Nc2ccc3c(c2)OCCO3)n1
→ -12 | 1.1 | -12 | -8 | 1 | 0.6 | 1.1 | 8 | 1 | 1.1
O=C(/C=C/Nc1cccc([N+](=O)[O-])c1)c1cccs1
→ 5 | 1.1 | -14 | 2 | 1.1 | 0.5 | 1 | -3 | -5 | 1
COCc1nnc(NC(=O)c2ccccc2[N+](=O)[O-])s1
→ 14 | 1 | -12 | -5 | 1 | 1 | 1 | 2 | 3 | 0.9
